Source: PubChem
All columns: NCI-60 one-dose screen, growth in % after 48 h at 10 µM unless noted; 100 = growth as untreated, 0 = no growth, -100 = all killed.
PC-3: PC-3 prostate cancer cells. actives 3.9% (n = 80,000)
SN12C: SN12C renal cancer cells. actives 3.8% (n = 81,000)
DU-145: DU-145 prostate cancer | actives 4.2% (n = 81,000) | AID 1794760
SF-295: SF-295 CNS cancer cells; AID 1794758; actives 5.6% (n = 79,000)
U251: U251 CNS tumor cells; actives 5.4% (n = 80,000); AID 1794753
SF-268: SF-268 CNS cancer cells; actives 3.1% (n = 82,000)
SF-539: SF-539 CNS cancer | actives 6.8% (n = 81,000)
786-0: 786-0 renal cancer cells. actives 5.1% (n = 81,000)
UO-31: UO-31 renal cancer. actives 5.2% (n = 81,000). AID 1794768
* marks the source's active call; other numbers are inactive results; / = not tested or not shown; & = joins results of further samples; [ ] = another dose, or the depositor's remark. The calls were made as follows: active = growth percent below 10; inactive = the rest.

SMILES	PC-3	SN12C	DU-145	SF-295	U251	SF-268	SF-539	786-0	UO-31
COc1cc(/C=C/C(=O)c2cc(OC)c(OC)c(OC)c2)ccc1Oc1nc(Nc2ccc(F)cc2)nc(N(C)C)n1	-20*	-89*	-36*	-55*	-73*	28	-81*	-94*	-100*
COc1cc(-c2nc3ccc(C(=O)c4ccccc4)cc3[nH]2)ccc1OCC(=O)N=Nc1c(O)[nH]c2ccccc12	99	102	104	101	99	102	95	/	87
CCCCCCCCCCCCCCCCN(C(C)c1ccccc1)S(=O)(=O)c1ccc(OC)c(N)c1 (stereo unspecified)	101	118	116	116	100	108	116	124	89
CCOC(=O)c1ccc2n1CCc1cnc(Nc3ccccc3)nc1-2	79	81	99	95	78	85	82	64	49
O=C1CCC(=O)N1c1ccccc1Cl	109	103	110	113	99	100	105	91	92
O=C(O)CCC(=O)/C=C/c1ccc([N+](=O)[O-])cc1	85	94	113	98	110	116	99	100	83
CCCn1c(=C(C#N)C#N)s/c(=C(/N)O)c1=N	102	103	124	98	92	101	117	102	86
O=C1C=CC(=O)C(SCC(O)CO)=C1 (stereo unspecified)	104	102	112	90	99	107	103	105	90
O=C(Nc1ccccc1)C1CN(Cc2cccnc2)CCS1 (stereo unspecified)	83	83	98	97	99	91	96	98	84
O=C1OC2CC1(O)CC(O)C2O (stereo unspecified)	92	98	111	94	107	102	93	87	96
COC(=O)[C@H]1[C@H]2C[C@@H]3c4[nH]c5cc(OC)ccc5c4CCN3C[C@H]2C[C@@H](OC(=O)CC(C)=O)[C@@H]1OC	96	104	117	109	108	102	106	107	71
Cn1c(=O)c2[nH]c(Cc3cccc4ccccc34)nc2n(C)c1=O	90	91	102	83	109	86	99	97	82
CON1C(=O)CC[C@]2(C)[C@H]3CC[C@@H]4[C@H]5[C@H]6OC(=O)[C@@]5(CCC6(C)C)CC[C@@]4(C)[C@]3(C)CC[C@H]2C1(C)C	100	95	112	97	101	94	95	99	79
CN1CCN(Cc2nnc(CCC(=O)c3nc4ccccc4[nH]3)o2)CC1	79	87	113	105	106	101	116	105	69
O=C(NCCCCCCNC(=O)NCc1ccco1)NCc1ccco1	105	104	110	99	102	109	100	100	97
O=C(COc1ccc(/C=C2\Oc3ccccc3C2=O)cc1)Nc1nc2c(s1)CCCC2	12	46	-80*	101	-44*	-10.0*	-96*	20	-60*
O=C(Nc1ncc(Cc2cccc(C(F)(F)F)c2)s1)c1ccc(-n2cnnn2)cc1	54	80	60	32	64	55	48	66	48
COc1ccc2c(c1)O/C(=C\c1cccc(OCC(=O)Nc3nc4c(s3)CCCC4)c1)C2=O	/	54	43	76	73	89	88	90	/
CN(C)Cc1cc(Cl)cc(CN(C)C)c1O	104	104	106	104	110	110	117	98	77
CCOC(=O)N1CCN(CC(=O)Nc2nc(-c3cc4ccccc4oc3=O)cs2)CC1	88	91	96	104	88	86	90	91	65
O=C(Cn1c(/C=C/c2ccccc2)nc2ccccc2c1=O)Nc1ccc(Cl)cc1	73	19	71	59	20	75	59	-49*	-25*
Cc1[nH]c(C2CC(c3cccs3)=NN2C(=O)C2CCC2)c(C)c1C(=O)NCC(F)(F)F (stereo unspecified)	90	99	103	102	99	94	100	100	75
COc1cc(-c2cccc(C(=O)/C=C/c3c(Cl)nc4sc(C)nn34)n2)cc(OC)c1OC	89	89	74	97	88	82	93	91	56
N#C/C(=C\NC(=S)N=Nc1c(O)[nH]c2ccccc12)c1nc2ccccc2s1	86	110	113	107	93	102	103	95	79
CC(=O)OCCCCCCN1C=C/C(=C\C(=O)n2ccc3ccccc32)c2ccccc21	91	97	113	100	97	104	98	108	71
Other structures:
SMILES	PC-3	SN12C	DU-145	SF-295	U251	SF-268	SF-539	786-0	UO-31
CCOC(=O)CC1CSC(c2ccc(O)cc2)=N1 (stereo unspecified)	97	101	105	99	97	92	103	97	84
NC(=S)N/N=C1/c2ccccc2-c2cc(Br)ccc21	79	83	111	80	83	111	96	95	38
O=[N+]([O-])c1cc(F)c2cccnc2c1O	97	94	121	110	92	106	91	102	74
CCn1c2ccc(/C=N\N=C(N)N)cc2c2cc(/C=N/N=C(N)N)ccc21	81	40	52	39	46	58	38	69	42
COc1ccc(S(=O)(=O)n2cc(C=O)c3ccccc32)cc1	81	85	97	100	93	84	89	101	62
O=C(CC(O)(c1ccccc1)c1ccccc1)Nc1ccccn1	86	96	110	100	99	108	100	102	78
Cc1cn(-c2cccc(C(=O)Nc3cccc(-n4ccc5c(N)ncnc54)c3)c2)cn1	59	65	76	70	59	72	69	122	55
C[C@H]1c2[nH]c3ccccc3c2C[C@@H]2C(=O)N(Cc3ccccc3)C(=S)N21	81	95	102	99	91	89	97	105	72
COc1ccc(/C(CSc2nnc(-c3c[nH]c4ccccc34)n2-c2ccccc2)=N/O)cc1	23	46	43	21	39	49	57	60	18
CCC1C(=O)NC(=O)C1(C)c1ccccc1 (stereo unspecified)	98&100	102&106	111&127	119&106	107&107	106&108	98&99	96&115	107&96
COc1ccc(C(=O)/C=C/c2cc3ccccc3n3nnnc23)cc1	103	102	115	102	101	108	107	91	91
Clc1nc(Cl)nc(-c2ccccc2)n1	121	91	115	112	98	110	97	103	77
CC1(C)CC[C@]2(C(=O)N3CCNCC3)CC[C@]3(C)C(=CC[C@@H]4[C@@]5(C)CCC(=O)C(C)(C)[C@@H]5CC[C@]43C)[C@@H]2C1	101	101	109	99	105	100	101	102	95
O=C1c2cccc3cccc(c23)C(=O)N1Nc1nc(N2CCCCC2)nc(N2CCOCC2)n1	99	91	104	101	98	90	106	104	61
O=C(c1ccccc1)C(C(C(=O)c1ccccc1)N1CCOCC1)N1CCOCC1 (stereo unspecified)	95	105	101	104	97	105	109	102	86
CC1(C)C2CCC13CC(=O)OC3C2 (stereo unspecified)	98	107	113	105	110	115	111	104	90
CC/C(Cc1ccc(O)cc1)=N\N=C(N)N	89	97	114	107	93	100	96	104	92
CC(C)=CC/C=C(/C)[C@H]1CC[C@]2(C)[C@@H]1CC[C@@H]1[C@@]3(C)CCC(=O)NC(C)(C)[C@@H]3CC[C@]12C	17[100 µM]	-81*[100 µM]	12[100 µM]	-23*[100 µM]	-67*[100 µM]	11[100 µM]	-92*[100 µM]	-33*[100 µM]	-99*[100 µM]
CCOC(=O)c1c(CCC(=O)O)c[nH]c1C(=O)O	91	104	110	101	98	98	93	97	95
S=C(S)N(Cc1ccccc1)Cc1ccccc1 (tested in a mixture with another compound)	45	45	59	27	33	39	56	39	32
COc1cc(CCCO)c(OC)c(OC)c1OC	106	100	109	106	101	101	97	103	90
C=C1C(=O)O[C@H]2[C@H]1CC/C(COC(=O)NCc1cc[nH]c1)=C\CC[C@@]1(C)O[C@@H]21	52	34	12	84	68	65	51	50	58
Nc1nc(F)nc2c1ncn2C1OC(COP(=O)(O)O)C(O)C1O (stereo unspecified)	99	94	111	92	96	109	99	100	80
COc1cc(/C=C/C(=O)c2cccc(-n3cc(-c4ccccc4)[nH]c3=O)c2)ccc1O	61	28	81	66	17	66	86	74	36
N#Cc1c(-c2ccccc2)cc(-c2ccccc2)n(Cc2ccccc2)c1=O	89	94	100	99	96	96	93	102	70

A stretch taken from the entries so far, as a working copy:
SMILES	PC-3	SN12C	DU-145	SF-295	U251	SF-268	SF-539	786-0	UO-31
CCOC(=O)c1c(CCC(=O)O)c[nH]c1C(=O)O	91	104	110	101	98	98	93	97	95
S=C(S)N(Cc1ccccc1)Cc1ccccc1 (tested in a mixture with another compound)	45	45	59	27	33	39	56	39	32
COc1cc(CCCO)c(OC)c(OC)c1OC	106	100	109	106	101	101	97	103	90
C=C1C(=O)O[C@H]2[C@H]1CC/C(COC(=O)NCc1cc[nH]c1)=C\CC[C@@]1(C)O[C@@H]21	52	34	12	84	68	65	51	50	58
Nc1nc(F)nc2c1ncn2C1OC(COP(=O)(O)O)C(O)C1O (stereo unspecified)	99	94	111	92	96	109	99	100	80
COc1cc(/C=C/C(=O)c2cccc(-n3cc(-c4ccccc4)[nH]c3=O)c2)ccc1O	61	28	81	66	17	66	86	74	36
N#Cc1c(-c2ccccc2)cc(-c2ccccc2)n(Cc2ccccc2)c1=O	89	94	100	99	96	96	93	102	70

Reprinted at random: five entries already listed
SMILES	PC-3	SN12C	DU-145	SF-295	U251	SF-268	SF-539	786-0	UO-31
Cc1cn(-c2cccc(C(=O)Nc3cccc(-n4ccc5c(N)ncnc54)c3)c2)cn1	59	65	76	70	59	72	69	122	55
O=C(NCCCCCCNC(=O)NCc1ccco1)NCc1ccco1	105	104	110	99	102	109	100	100	97
N#C/C(=C\NC(=S)N=Nc1c(O)[nH]c2ccccc12)c1nc2ccccc2s1	86	110	113	107	93	102	103	95	79
C=C1C(=O)O[C@H]2[C@H]1CC/C(COC(=O)NCc1cc[nH]c1)=C\CC[C@@]1(C)O[C@@H]21	52	34	12	84	68	65	51	50	58
O=[N+]([O-])c1cc(F)c2cccnc2c1O	97	94	121	110	92	106	91	102	74

Additional records:
SMILES	PC-3	SN12C	DU-145	SF-295	U251	SF-268	SF-539	786-0	UO-31
NS(=O)(=O)c1ccc(N=Nc2c(O)[nH]c3c(F)cccc23)cc1	97	104	106	102	102	98	105	95	86
COC(=O)[C@@H]1CC[C@H](C)c2ccc(C)nc2C1	104	97	113	94	101	109	101	107	99
CCOC(=O)CCC(NC(=O)OCc1ccccc1)C(=O)NNC(=O)OC(C)(C)C (stereo unspecified)	88	99	105	97	103	95	96	103	91
Oc1ccc(Cc2ccc(Cl)cc2)c(O)c1	100	99	115	102	101	99	107	104	77
CC(=O)CC1CCCCCC1	89	100	111	87	/	112	117	100	91
Cc1ccccc1C(=O)NCc1ccccc1	91	96	110	92	89	97	96	92	93
COc1cc(/C=C2\CN(S(=O)(=O)c3ccccc3)C/C(=C\c3cc(CN4CCCC4)c(O)c(OC)c3)C2=O)cc(CN2CCCC2)c1O	8.8*	-26*	-17*	-34*	-22*	13	-47*	4.0*	35
O=C(C1=CNC(=S)NC1c1ccc(Cl)cc1)c1cc2ccccc2oc1=O (stereo unspecified)	88	104	105	93	95	93	90	102	56
O=C(N/N=C/c1ccccc1O)c1ccccc1Nc1ccnc(C(F)(F)F)c1	/	27	27	7.2*	19	15	1.0*	0.1*	8.0*
COc1ccc(-c2cnc3sc(C(=O)NN)c(C)n23)cc1	98	107	115	98	106	98	100	101	94
COCCOC(=O)NC(=O)Nc1ccc(C(=O)c2ccc(Cl)cc2)cc1	32	/	38	22	38	55	15	47	40
COc1ccc(-c2nnc3ccc(N/N=C/c4ccc(C)cc4)nn23)cc1	72	77	39	57	45	59	61	57	33
COc1ccc(C2=C(c3cc(OC)c(OC)c(OC)c3)C(=O)CC2)cc1	38	26	-19*	9.5*	22	33	0.2*	29	46
CCCCCCCCCC[N+](C)(C)N	62	103	111	98	92	99	89	82	90
COc1ccc(/C=N/NC(=O)c2nn(-c3ccc(S(N)(=O)=O)cc3)c3nc(C)cc(=O)n23)cc1	94	95	105	99	97	92	104	92	84
CC(C)c1cccc(C(C)(C)C)n1	105	102	100	107	99	95	96	100	85
CC(=O)Nc1ccc(-c2cc3c(NCc4ccc(C(F)(F)F)cc4)ncnc3s2)cc1	53	83	100	73	100	84	85	88	67
O=C(O)c1cccc2c(=O)c3ccccc3n(CC(O)CN3CCCC3)c12 (stereo unspecified)	95	105	201	107	103	156	91	96	98
CN1CCc2cc(O)c(O)cc2C1Cc1ccc(O)c(O)c1 (stereo unspecified)	100	116	127	122	112	89	109	110	88
Cn1c(=O)c2[nH]c(CN)nc2n(C)c1=O	88	105	122	104	109	103	106	110	88
COc1ccc(S(=O)(=O)N2CC3(COC3)C2)cc1NC(=O)c1[nH]c(C)c2c1CCCCC2=O	/	55	80	53	63	78	45	56	40
